# NOD2-RIPK2 inh – NOD2-RIPK2 binding disruptors in cells, primary screen, fluorescence, CHO cells, BLA complementation. Receptor-interacting serine/threonine-protein kinase 2 (Homo sapiens), O43353. CCF4 ratio. inhibition, % at 4.98 µM. 360,000 tested, 0.38% active. AID 624267, 2012; in the data active = inhibition above about 21%;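 note: 0% = vehicle only and 100% = reference blocker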
# Target sequence (O43353 whole entry, looked up): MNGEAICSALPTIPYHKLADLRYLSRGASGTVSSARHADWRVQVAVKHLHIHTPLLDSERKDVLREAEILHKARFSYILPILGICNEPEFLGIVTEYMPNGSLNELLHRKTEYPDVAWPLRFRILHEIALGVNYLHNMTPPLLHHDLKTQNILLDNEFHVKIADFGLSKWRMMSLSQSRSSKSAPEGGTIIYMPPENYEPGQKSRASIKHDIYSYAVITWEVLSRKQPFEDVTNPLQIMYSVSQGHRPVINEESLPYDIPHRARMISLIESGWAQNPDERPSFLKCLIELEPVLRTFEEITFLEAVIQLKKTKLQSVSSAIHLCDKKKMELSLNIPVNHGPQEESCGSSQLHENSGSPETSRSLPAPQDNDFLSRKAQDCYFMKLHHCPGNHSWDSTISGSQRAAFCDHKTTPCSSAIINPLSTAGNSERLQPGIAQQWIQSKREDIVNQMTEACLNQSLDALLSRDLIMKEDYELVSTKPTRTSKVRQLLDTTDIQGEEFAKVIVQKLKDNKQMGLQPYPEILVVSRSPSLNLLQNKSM
# LMP1 NFkB inh – EBV LMP1-driven NF-kappaB luciferase reporter inhibitors, primary screen, cell-based, luminescence, single point | LMP1-induced NF-kappaB luciferase reporter cells | inhibition, % at 12.5 µM | 350,000 tested, 0.69% active; in the data active = inhibition above about 41%;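 note: 0% = neutral control wells and 100% = reference inhibitor control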
# SRC2 inh – inhibition of GAL4-SRC2 driven luciferase reporter, primary screen, SRC2 inhibitor project, cell-based, luminescence; Nuclear receptor coactivator 2 (Homo sapiens), Q15596; HEK293 GAL4-SRC2 luciferase reporter; inhibition, % at 9 µM; 370,000 tested, 0.17% active;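 active = inhibition above the mean inhibition of all tested compounds plus 3 SD, set per campaign, cut at about 52% in these data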;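 note: 0% = DMSO treated cells and 100% = cells given Gossypol at 36 µM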
# MC4R antagonist – MC4R antagonists of cAMP signaling, primary screen, cell-based, TR-FRET, antagonist arm of biased-ligand search; Melanocortin receptor 4 (Homo sapiens), P32245; MC4R-expressing cells, MTII-stimulated cAMP, LANCE TR-FRET; inhibition, % at 6.5 µM; 360,000 tested, 0.48% active;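 active = inhibition above its plate's cutoff, the mean of tested wells on that plate plus 3 SD, cut at about 29% in these data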;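 note: 0% = Melanotan II alone and 100% = Melanotan II plus saturating MCL0020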
# Target sequence (P32245 whole entry, looked up): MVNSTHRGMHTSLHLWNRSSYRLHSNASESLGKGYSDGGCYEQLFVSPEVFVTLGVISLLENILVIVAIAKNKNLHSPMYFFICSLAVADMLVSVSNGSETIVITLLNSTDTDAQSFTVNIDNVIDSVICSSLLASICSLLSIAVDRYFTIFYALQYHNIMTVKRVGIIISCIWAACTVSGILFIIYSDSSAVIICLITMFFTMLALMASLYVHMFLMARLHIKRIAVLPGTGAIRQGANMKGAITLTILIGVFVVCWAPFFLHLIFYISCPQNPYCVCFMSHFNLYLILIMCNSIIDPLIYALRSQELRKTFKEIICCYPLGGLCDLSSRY
#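 Material – human MC4R-expressing U2OS cells · Repeats – no replicates · Detection – TR-FRET with Eu-cAMP and labeled anti-cAMP, 671 nm · Times – compound 30 min, challenge 1 h, detection 1 h · Compound – single nominal compound dose of 6.5 µM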
# NCOA3 inh – SRC3 coactivator transcriptional activity inhibitors, primary screen, cell-based, luminescence; Nuclear receptor coactivator 3 (Homo sapiens), Q9Y6Q9; HEK293 GAL4-SRC3 luciferase reporter; inhibition, % at 3.6 µM; 360,000 tested, 0.17% active;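 active = inhibition above a per-campaign cutoff, the mean of all compounds plus 3 SD, cut at about 60% in these data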;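 note: 0% = DMSO-treated cells and 100% = gossypol-treated cells at 36 µM; higher means less SRC3-driven luciferase light from the GAL4 reporter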
# LRH-1 inv ag – LRH-1 (NR5A2) inverse agonists, primary screen, cell-based, luminescence, HEK293T, StAR-luciferase reporter; Nuclear receptor subfamily 5 group A member 2 (Homo sapiens), O00482; LRH-1 transfected, 24 h; inhibition, % at 3.6 µM; 360,000 tested, 0.13% active;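 active = inhibition above the mean inhibition of all tested compounds plus 3 SD, cut at about 73% in these data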;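 note: 0% = DMSO wells and 100% = reporter-only cells lacking LRH-1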
# SRC1 inh – SRC1 coactivator transcriptional activity inhibitors, primary screen, cell-based, luminescence. inhibition, % at 3.6 µM. HEK293 GAL4-SRC1 luciferase reporter. 360,000 tested, 0.12% active. Nuclear receptor coactivator 1 (Homo sapiens), Q15788;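 active = inhibition above the campaign mean plus 3 SD, with each screening campaign given its own cutoff, cut at about 60% in these data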;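 note: 0% = DMSO treated cells and 100% = gossypol at 36 µM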
# COUP-TFII inh – NR2F2 transcriptional activity inhibitors, primary screen, cell-based, luciferase reporter, HEK293T, luminescence | COUP transcription factor 2 (Homo sapiens), P24468 | HEK293T NGFI-A luciferase reporter | inhibition, % at 8.6 µM | 370,000 tested, 0.7% active;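 active = inhibition above a per-plate cutoff, mean inhibition of test wells between control levels plus 3 SD, cut at about 38% in these data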;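 note: cells cotransfected with COUP-TFII expression vector driving the NGFI-A reporter; 0% = median of COUP-TF2 test wells and 100% = reporter-only cells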
# TLR9-MyD88 inh – inhibitors of TLR9-MyD88 association in cells, primary screen, cell-based, CHO, BLA complementation, fluorescence | CCF4 FRET ratio | inhibition, % at 4.98 µM | 340,000 tested, 0.21% active;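 active = inhibition above the mean over all tested compounds plus 3 SD, cut at about 21% in these data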;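 note: 0% = DMSO only wells and 100% = clavulanate BLA inhibitor control wells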
# ABHD5-PLIN5 inh – ABHD5-PLIN5 interaction inhibitors, primary screen, cell lysate, split luciferase complementation, luminescence; Split G. princeps luciferase complementation, 4 h; Perilipin-5 (Homo sapiens) + 1-acylglycerol-3-phosphate O-acyltransferase ABHD5 (Homo …; AID 602281, 2012; 360,000 tested, 0.78% active; inhibition, % at 4 µM;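 active = inhibition above the mean inhibition across every tested compound plus 3 SD, cut at about 22% in these data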;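 note: 0% = DMSO only wells and the 100% control is not disclosed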
# MC4R ag barr – MC4R agonists recruiting beta-arrestin, primary screen, cell-based, luminescence, agonist arm of biased-ligand search; Melanocortin receptor 4 (Homo sapiens), P32245; U2OS MC4R beta-arrestin complementation; percent of melanotan II response, DMSO zero; activation, % at 8.9 µM; 360,000 tested, 0.98% active;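 active = activation above a per-plate cutoff, the mean activation of sample wells on that plate plus 3 SD, cut at about 8% in these data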
# An asterisk follows results filed as active; nt = not tested or not shown.
SMILES,NOD2-RIPK2 inh,LMP1 NFkB inh,SRC2 inh,MC4R antagonist,NCOA3 inh,LRH-1 inv ag,SRC1 inh,COUP-TFII inh,TLR9-MyD88 inh,ABHD5-PLIN5 inh,MC4R ag barr
Cc1cc(=O)n(Cc2ccco2)c(=S)[nH]1,-1,-1,-7,14,-12,-7,-3,-2,-10,-11,0.2
O=C1CC(NNc2nc3ccccc3s2)C(=O)N1c1ccc(F)cc1 (stereo not given),3,-18,0,2,-5,13,0,-6,3,-3,-2.2
Cn1c2ccccc2c2cc([N+](=O)[O-])ccc21,8,1,-12,4,-4,-7,-3,11,-2,4,2.6
O=C(Nc1cccs1)Nc1ccccc1Br,-6,-5,9,24,-5,-39,-46,17,4,-5,0.5
CC1=C(C(=O)N(C)C)C(c2ccc(C)s2)NC(=S)N1 (stereo not given),1,-2,9,10,13,8,-10,11,-11,-9,0.0
Cc1cc(C(=O)OCC(=O)NCc2ccc(Cl)cc2)c(C)o1,-4,-2,-13,-3,13,-4,0,-1,0,-1,-2.4
CCN(CC)S(=O)(=O)c1cccc(NC(=O)c2ccc(Sc3nncn3C)c([N+](=O)[O-])c2)c1,-11,4,-5,19,10,4,4,8,-9,3,-2.7
Cc1cnc([N+](=O)[O-])n1CCOC(=O)NC(=O)c1ccccc1,6,-8,-10,-1,11,16,-3,22,2,0,-3.4
O=C(c1cccs1)N(C(=O)c1cccs1)c1ccc(Br)cn1,-4,1,-60,0,-133,-149,-83,-18,-5,3,-0.1
COc1ccc(C(=O)c2ccc(N3CCOCC3)c([N+](=O)[O-])c2)cc1,-9,2,12,-3,-4,2,-15,9,-8,-1,-0.8
CC(=O)c1cccc(NC(=O)c2c(F)c(F)c(F)c(F)c2F)c1,-11,-7,4,11,15,28,6,1,-7,3,0.8
Cc1cc(C)cc(CC(=O)N2CCC2(C)C(=O)NS(=O)(=O)c2ccccc2Cl)c1 (stereo not given),9,nt,-3,3,-9,15,0,9,nt,-2,-2.0
CCC(c1nnnn1-c1ccc2c(c1)OCCO2)N1CCN(c2ccc(C(F)(F)F)cn2)CC1 (stereo not given),-9,nt,7,nt,nt,-1,nt,28,nt,-5,nt
CCOC(OCC)c1ccc(/C=C\c2nccc(N)n2)cc1,-1,-3,-50,-1,-67,-98,-64,-26,-12,-5,-0.7
CCc1ccccc1-n1nnnc1SCC(=O)Nc1ccc(N2CCN(C)CC2)cc1,-1,-1,19,-3,-14,15,13,-1,-2,-4,-2.0
O=S(=O)(c1ccccc1)N(Cc1ccc(Cl)cc1)c1ccncc1,7,-6,-21,-5,2,13,-6,-10,5,3,-0.7
CCOc1ccc2nc(NC(=O)c3ccc(OCC4CCCO4)cc3)sc2c1 (stereo not given),5,2,9,4,-11,-25,-43,8,-9,1,0.6
CN(C)CCN(C(=O)CCS(=O)(=O)c1ccccc1)c1nc2cc3c(cc2s1)OCO3,-1,-3,-7,-3,9,-3,-11,0,2,6,1.5
CCOC(=O)CNc1nc(Cl)nc(NC(C)(C)C)n1,1,-5,13,11,-13,-6,-5,-14,4,-3,0.1
Cn1cccc1/C=N/NC(N)=S,1,-9,-14,-1,24,-9,3,-14,-3,2,-5.1
COc1ccc(C(=O)n2cnnc2N)cc1,-2,1,-7,6,-4,-7,-6,9,8,-3,-1.2
O=C(O)c1ccc(S(=O)(=O)N2CCC(n3nnc4cc(C(F)(F)F)ccc43)CC2)cc1,0,0,7,9,-2,1,12,0,5,5,-0.4
CCN1CCN(CCCNC(=O)c2ccc(/C=C3/Oc4ccccc4N(Cc4cccc(C)c4)C3=O)cc2)CC1,-9,-1,nt,1,-32,-11,-3,nt,-11,1,-4.0
COc1ccc(/C=C/C(=O)Nc2ccc(NC(C)=O)cc2)cc1S(=O)(=O)N1CCOCC1,-17,7,1,9,9,3,0,-7,-2,2,-1.6
CCc1nnc(NC(=O)CSc2nc(C)cc(C)c2C#N)s1,-8,3,-111,-1,-75,-96,-78,-16,-10,-4,-0.9

# Full records as entered above. Values in the order: NOD2-RIPK2 inh | LMP1 NFkB inh | SRC2 inh | MC4R antagonist | NCOA3 inh | LRH-1 inv ag | SRC1 inh | COUP-TFII inh | TLR9-MyD88 inh | ABHD5-PLIN5 inh | MC4R ag barr
# Cn1c2ccccc2c2cc([N+](=O)[O-])ccc21 across the screens: 8 | 1 | -12 | 4 | -4 | -7 | -3 | 11 | -2 | 4 | 2.6
# COc1ccc(C(=O)n2cnnc2N)cc1 across the screens: -2 | 1 | -7 | 6 | -4 | -7 | -6 | 9 | 8 | -3 | -1.2
# CCOC(=O)CNc1nc(Cl)nc(NC(C)(C)C)n1 across the screens: 1 | -5 | 13 | 11 | -13 | -6 | -5 | -14 | 4 | -3 | 0.1

# Filtered by structure: those above with a furan ring, fused or not
SMILES,NOD2-RIPK2 inh,LMP1 NFkB inh,SRC2 inh,MC4R antagonist,NCOA3 inh,LRH-1 inv ag,SRC1 inh,COUP-TFII inh,TLR9-MyD88 inh,ABHD5-PLIN5 inh,MC4R ag barr
Cc1cc(=O)n(Cc2ccco2)c(=S)[nH]1,-1,-1,-7,14,-12,-7,-3,-2,-10,-11,0.2
Cc1cc(C(=O)OCC(=O)NCc2ccc(Cl)cc2)c(C)o1,-4,-2,-13,-3,13,-4,0,-1,0,-1,-2.4

# Next structures follow.
SMILES,NOD2-RIPK2 inh,LMP1 NFkB inh,SRC2 inh,MC4R antagonist,NCOA3 inh,LRH-1 inv ag,SRC1 inh,COUP-TFII inh,TLR9-MyD88 inh,ABHD5-PLIN5 inh,MC4R ag barr
Cc1ccc(NC(=O)CN2CCN(S(=O)(=O)c3cccs3)CC2)cc1S(=O)(=O)N(C)C,9,-3,-2,3,3,7,-9,2,-8,6,-0.2
CS(=O)(=O)c1ccc2nnn(OCC(=O)Nc3ccc(Br)cc3Br)c2c1,-15,-2,-21,16,1,32,1,22,0,4,-1.1
CC(CN1CCOCC1)OC(=O)c1ccc(Br)cc1 (stereo not given),-5,-5,7,4,11,-6,1,9,-2,0,-0.3
COc1ccc(-n2ncc3c(=O)n(CC(=O)N4CCCc5ccccc54)cnc32)cc1,4,13,-15,4,5,16,6,3,2,-3,-2.4
Cc1ccc(S(=O)(=O)NCCC(=O)NC2CC2)cc1,1,-6,2,0,4,6,5,18,-4,-1,-1.5
COC(=O)[C@]12CCCCC=C1N(CCc1ccc(OC)c(OC)c1)C(=O)[C@H](CC(=O)NCc1cccc3ccccc13)C2,-8,nt,-38,nt,nt,-7,nt,8,nt,8,nt
Cc1cc(C#N)c(SCC(N)=O)nc1-c1ccc(F)cc1,-6,-4,-13,7,-2,1,-7,10,10,9,1.8
CCc1nnc(NC(=O)c2c(C)nn(-c3ccccc3)c2Cl)s1,0,3,-34,6,-3,-16,-42,-27,3,1,0.9
CCn1c(SCC(=O)Nc2oc(C)c3c(C)n[nH]c(=O)c23)nc2sc(C)c(C)c2c1=O,-4,-33,nt,-1,3,1,-1,nt,-7,-4,-3.6
CCOC1OC(=O)C(Cl)=C1Nc1ccc(C)cc1 (stereo not given),21,-9,9,17,-18,-3,-12,-1,-3,0,1.4
Cc1ccc(S(=O)(=O)N2CCN(C(=O)CCc3c[nH]c4ccccc34)CC2)c(C)c1,-4,-6,15,3,19,3,-7,2,-7,-3,-3.6
CN(Cc1nc(-c2cnccn2)no1)CC1(c2ccccc2)CC1(C)C (stereo not given),3,-6,12,21,24,10,-7,1,-12,1,-0.5
CC(=O)NC(CC(=O)O)c1ccc(F)cc1 (stereo not given),-6,2,6,17,-14,11,5,17,-12,0,-0.2
c1ccc(COc2cccc(CN3CCCCC3)c2)cc1,3,5,-10,-7,0,17,-2,-16,-9,-3,-0.6
O=C(CCC(=O)N1CCOCC1)NCCc1ccc(Cl)cc1Cl,-2,1,-8,-2,11,13,-11,6,-6,2,-2.0
N#Cc1c(N)n(-c2ccc(O)cc2)c2nc3ccccc3nc12,-11,2,-17,-12,8,6,10,-3,-5,6,-3.8
COC(=O)c1ccccc1SC1CC(=O)N(c2ccccc2)C1=O (stereo not given),-1,2,-9,24,10,-7,-8,2,-10,6,-0.9
Nc1cc(Cl)cc2c1-c1ccc(Cl)cc1C2,0,-10,-21,-5,-28,-18,0,-35,-3,-10,1.4
CC/C(=N\NC(=O)c1ccc(-c2ccccc2)cc1)C12CC3CC(CC(C3)C1)C2,-2,-5,-25,-3,-26,-15,-26,18,-3,4,0.6
COCCN=c1scc(-c2cc(OC)c(OC)c(OC)c2)n1/N=C/c1c(C)[nH]c2ccccc12,-4,10,0,13,9,-2,8,-10,4,15,-1.8
CCOC(=O)c1ccc(NS(=O)(=O)c2ccc3c(c2)oc(=O)n3C)cc1,-3,0,-20,14,8,-3,-6,11,-2,-3,-0.3
O=c1oc(Nc2cccc(F)c2)nc2ccccc12,0,-16,-38,-21,-67,-94,-108,-30,1,-1,-2.6
CCOC(=O)C1(CCOc2ccccc2)CCN(Cc2cccc3nonc23)CC1,-6,1,30,1,19,4,11,-4,-9,-1,0.9

# Taken from above:
# `COc1ccc(-n2ncc3c(=O)n(CC(=O)N4CCCc5ccccc54)cnc32)cc1` in NCOA3 inh: 5
# `N#Cc1c(N)n(-c2ccc(O)cc2)c2nc3ccccc3nc12` in NOD2-RIPK2 inh: -11
# `Cc1ccc(S(=O)(=O)N2CCN(C(=O)CCc3c[nH]c4ccccc34)CC2)c(C)c1` in MC4R ag barr: -3.6
# `Cc1cc(C#N)c(SCC(N)=O)nc1-c1ccc(F)cc1` in LRH-1 inv ag: 1

# 2 entries drawn at random from those above:
SMILES,NOD2-RIPK2 inh,LMP1 NFkB inh,SRC2 inh,MC4R antagonist,NCOA3 inh,LRH-1 inv ag,SRC1 inh,COUP-TFII inh,TLR9-MyD88 inh,ABHD5-PLIN5 inh,MC4R ag barr
O=c1oc(Nc2cccc(F)c2)nc2ccccc12,0,-16,-38,-21,-67,-94,-108,-30,1,-1,-2.6
CCOC1OC(=O)C(Cl)=C1Nc1ccc(C)cc1 (stereo not given),21,-9,9,17,-18,-3,-12,-1,-3,0,1.4

# Some of the compounds tested; count on the stated rates, not on these rows.
